# Tau fil binding: binds recombinant human tau filaments. P10636. recombinant tau filaments, thioflavin S fluorescence, 15 h; filaments grown with octadecylsulfate alongside compound. Potency, µM (series often up to 57.1 µM), inactives show top-dose activity change, negative = inhibition. hit rate 2% among 71,000. AID 596;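 further: potency means the concentration at half of the fitted maximal effect; on the % scale 0 is the no-effect control and ±100 the full control effect; actives lower thioflavin S fluorescence by blocking filaments or displacing dye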
# Target sequence (P10636 whole entry, looked up): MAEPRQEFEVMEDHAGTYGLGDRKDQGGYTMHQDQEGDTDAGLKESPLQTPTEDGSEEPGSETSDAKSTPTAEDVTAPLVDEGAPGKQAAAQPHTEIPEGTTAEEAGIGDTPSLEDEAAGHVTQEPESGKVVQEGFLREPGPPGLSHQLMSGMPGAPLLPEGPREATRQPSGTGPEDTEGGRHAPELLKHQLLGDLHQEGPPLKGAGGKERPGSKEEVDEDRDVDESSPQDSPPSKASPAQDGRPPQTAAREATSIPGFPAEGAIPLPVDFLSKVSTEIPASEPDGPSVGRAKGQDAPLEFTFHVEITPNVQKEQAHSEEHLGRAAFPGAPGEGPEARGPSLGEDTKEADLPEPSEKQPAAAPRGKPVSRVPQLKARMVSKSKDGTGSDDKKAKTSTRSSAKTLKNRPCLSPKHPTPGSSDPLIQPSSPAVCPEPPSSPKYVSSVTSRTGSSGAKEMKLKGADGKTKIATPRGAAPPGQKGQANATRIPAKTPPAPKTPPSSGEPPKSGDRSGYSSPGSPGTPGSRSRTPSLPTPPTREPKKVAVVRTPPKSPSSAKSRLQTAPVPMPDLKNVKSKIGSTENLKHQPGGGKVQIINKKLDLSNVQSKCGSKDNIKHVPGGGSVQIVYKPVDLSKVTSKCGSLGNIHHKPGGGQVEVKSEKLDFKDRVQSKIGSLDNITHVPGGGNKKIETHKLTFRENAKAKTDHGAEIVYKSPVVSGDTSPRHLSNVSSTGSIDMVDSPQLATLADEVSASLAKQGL
#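 ThS-based fibril read: tau 1 uM final, inducer ODS 30 uM final, 37 C for 15 h, ex 450/em 510 nm.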
# FLuc inh: firefly luciferase inhibition; Potency, µM (titrated, usually from 57.1 µM), without a hit: top-dose activity change, negative = inhibition, actives largely listed as inhibitors; hit rate 2.2% among 72,000; purified firefly luciferase, luminescence, 8 min; P08659; further: potency means the concentration at half of the fitted maximal effect; on the % scale 0 is the no-effect control and ±100 the full control effect; nearly all actives have a fitted effect of over 40% in size
#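 Inhibition of light generation by firefly luciferase from ATP and luciferin was profiled with concentration-response curves per sample, ATP held at 10 uM within the enzyme's linear range. Plates were read by luminescence after an 8-minute ambient incubation.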
# Fluorescein autfl: fluorescein region autofluorescence; Compound autofluorescence, 480/540 nm, fluorescein-equivalent; active compounds read high; max fluorescein-equivalent concentration, M; hit rate 0.91% among 59,000; AID 593; in the data active means max fluorescein-equivalent concentration above about 10 nM; inconclusive means between about 1.1 nM and that limit
#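 Library compounds, added at multiple concentrations to pH 8.0 Tris buffer (100 mM), incubate 15 min at room temperature before CCD imaging at 480 nm excitation and 540 nm emission.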
# A350 autofl: A350 region autofluorescence; Compound autofluorescence, 340/450 nm, Alexa 350 dye-equivalents; active compounds read high; max dye-equivalent concentration, M; hit rate 11% among 59,000; AID 590; in the data active means max dye-equivalent concentration above about 10 nM; inconclusive means mostly about 1.1 nM to 9.6 nM
# Rhodamine fluor: compound autofluorescence in rhodamine spectral region | Rhodamine-region fluorescence, 547/598 nm, Tris buffer; active compounds read high | max dye-equivalent concentration, M | hit rate 0.05% among 59,000; in the data active means max dye-equivalent concentration above about 11 nM; inconclusive means between about 1.1 nM and that limit
#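 Compounds in 100 mM Tris buffer, pH 8.0, were incubated 15 min at room temperature, then read at 547 nm excitation and 598 nm emission. Fluorescence was normalized against a per-plate six-point rhodamine standard curve as dye-equivalent concentration.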
# HEK293 cAMP ctrl: parental HEK293 cAMP activation (counter-screen) | parental HEK293 CNG cAMP sensor, membrane potential fluorescence | Potency, µM (titrated, usually from 57.1 µM), for inactives: top-dose activation, most hits filed as activators | hit rate 2.5% among 73,000; further: potency means the concentration at half of the fitted maximal effect; % of control where 0% means no effect; nearly all actives have a fitted effect of over 55% in size
#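 Parental HEK 293 cells stably expressing a modified CNG channel (no TSHR) report cAMP rise as membrane depolarization. Membrane potential dye with 100 uM RO 20-1724 was loaded for 60 min at room temperature, then compound added for 30 min; fluorescence read at 590 nm.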
# TexasRed autofl: compounds fluorescent in Texas Red spectral region; Compound fluorescence, Texas Red channel, 547/618 nm; active compounds read high; hit rate 0.06% among 59,000; max dye-equivalent concentration, M; in the data active means max dye-equivalent concentration above about 10 nM; inconclusive means between about 1.1 nM and that limit
#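 Compound fluorescence was read after 15 min at room temperature in 100 mM Tris, pH 8.0, using 547 nm excitation and 618 nm emission across a concentration series. It was expressed as Texas Red dye-equivalent concentration from an on-plate standard curve.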
# Casp1 inh: caspase-1 (human) inhibition, allosteric or competitive; P29466; Caspase-1 enzyme, Ac-WEHD-AFC fluorogenic rate; Potency, µM (titrated, usually from 57.5 µM), without a hit: at the top dose activity change, negative = inhibition, most hits filed as inhibitors; hit rate 0.03% among 75,000;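 further: potency means the concentration at half of the fitted maximal effect; plate controls were vehicle for no effect and no substrate for full effect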
# Target sequence (P29466 120-297 limits assumed): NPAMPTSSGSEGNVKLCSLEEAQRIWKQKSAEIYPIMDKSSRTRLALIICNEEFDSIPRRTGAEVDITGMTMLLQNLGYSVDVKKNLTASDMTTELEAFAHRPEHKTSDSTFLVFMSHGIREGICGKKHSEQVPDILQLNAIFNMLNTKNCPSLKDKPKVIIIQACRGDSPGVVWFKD
# Target sequence (P29466 317-404 limits assumed): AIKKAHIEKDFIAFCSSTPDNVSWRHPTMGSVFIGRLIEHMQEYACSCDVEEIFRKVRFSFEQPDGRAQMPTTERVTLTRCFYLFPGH
# Casp7 inh: allosteric or competitive inhibitors of human caspase-7 | Potency, µM (highest dose often 57.5 µM), for inactives: at the highest dose activity change, negative = inhibition, hits mostly inhibitors | P55210 | recombinant caspase-7, Ac-DEVD-AFC fluorescence rate | hit rate 0.02% among 75,000 | AID 889; active means well fitted inhibition curve with a large enough effect in the main read-out, with a control signal flat, not every such curve was filed as active; inconclusive means small, poorly fitted or top-dose-only effect, or a change in a side signal; further: potency means the concentration at half of the fitted maximal effect; % of control where 0% means no effect
# ERK AVP inh: blocks ERK signaling stimulated by vasopressin; HEK293-V1b, vasopressin-stimulated pERK AlphaScreen; Potency, µM (highest dose often 57.5 µM), for the others: at the top dose activity, negative = inhibition, usual class: inhibitors; hit rate 0.99% among 72,000; further: potency means the concentration at half of the fitted maximal effect; on the % scale 0 is the no-effect control and ±100 the full control effect; nearly all actives have a fitted effect of over 55% in size
#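 HEK293 cells stably expressing V1b receptor, seeded overnight in 1% FBS, were treated with compounds for 30 min at 37C, then stimulated 5 min with 25 nM vasopressin; phospho-ERK read by AlphaScreen SureFire after lysis.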
# 4MU fluor: compound fluoresces in the 4-MU spectral region | compound autofluorescence, 340/450 nm, 4-MU equivalents; active compounds read high | AID 589 | max dye-equivalent concentration, M | hit rate 11% among 59,000; in the data active means max dye-equivalent concentration above about 10 nM; inconclusive means mostly about 1.1 nM to 9.6 nM
#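 Compounds in 100 mM Tris, pH 8.0, sat 15 min at room temperature before fluorescence was read at 340 nm excitation/450 nm emission; a per-plate six-point 4-MU standard curve converted signals to dye-equivalent concentration at each compound concentration.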
# Starred values were filed as active, the others as inactive; i = inactive; ? = inconclusive; . = not tested or not shown; & = joins results of further samples; [ ] = dose if it differs, or a comment. Unless noted, the call rests on the fitted dose curve; in most records, active means well fitted curve in the direction sought with a large enough effect; inconclusive means small, poorly fitted or top-dose-only effect, or another doubt; inactive means no such curve, though single readings can be large; an effect the other way counts as inactive or inconclusive.
compound | Tau fil binding | FLuc inh | Fluorescein autfl | A350 autofl | Rhodamine fluor | HEK293 cAMP ctrl | TexasRed autofl | Casp1 inh | Casp7 inh | ERK AVP inh | 4MU fluor
c1ccc(C(c2ccccc2)N2CCN(Cc3nnnn3C3CCCC3)CC2)cc1 | -1% | 1% | i | i | i | -7% | i | -3% | -3% | -2% | i
COC(=O)c1nnn(-c2nonc2N)c1CSc1ccc(Cl)cc1 | 36% | -1% | i | i | i | ? | ? | 1% | 0% | 9% | i
Oc1ccc(Cn2cc[nH]c2=S)cc1 | -8% | 4% | ? | i | i | 3% | i | 1% | 3% | 12% | i
O=C(O)C1C2C=CC(C2)C1C(=O)N1CCOCC1 (stereo not given) | -8% | -3% | i | i | i | 0% | ? | 3% | -1% | 18% | i
Cc1cc2cc3c(C)cc(=O)oc3c(C)c2o1 | 7%[25.6 µM] | 0%[25.5 µM] | ? | 5.2e-08M* | i | 14%[25.6 µM] | i | 0% | -1% | ? | 3.8e-08M*
CCC1CCCCN1Cc1nc2c(c(=O)n(C)c(=O)n2C)n1CCCc1ccccc1 (stereo not given) | -13% | 3% | . | . | . | 10% | . | -2% | 2% | . | .
COCCN1Cc2cccc(C(=O)Nc3ccccc3OC)c2C1=O | -2% | -1% | ? | i | i | 0% | ? | 3% | 0% | 17% | i
C#CCn1c(=O)c2c(ncn2C)n(C)c1=O | -4% | -1% | ? | i | i | -25% | i | 2% | 2% | -2% | i
Cc1cccc(-n2c(CNC(=O)COc3ccccc3)nnc2SCC(=O)Nc2nccs2)c1 | 3% | 4% | i | i | i | 3% | i | 0% | 0% | -15% | i
Cc1cc2oc3c(c(=O)c2cc1C)C(c1cccc(Br)c1)N(Cc1ccco1)C3=O (stereo not given) | 9% | -2% | i | i | i | 17% | i | 0% | -2% | 15% | i
C=CCn1c(COc2ccccc2C)nnc1SCC(=O)O | 6% | 1% | i | i | i | 8% | ? | -1% | 1% | -1% | i
Cc1cc(N2CCCC2)n2nc(C)c(-c3ccccc3)c2n1 | -3% | 0% | i | 2.2e-07M* | i | -6% | i | 0% | 2% | 0% | 6.6e-07M*
COC(=O)c1ccc(OC)c(CSc2nnc(COc3ccc(Cl)cc3)o2)c1 | 8% | -1% | i | i | i | ? | ? | 2% | -1% | 13% | i
COc1ccc(C(c2nnnn2CCc2ccccc2)N2CCN(C)CC2)cc1OC (stereo not given) | -10% | 1% | i | i | i | 12% | ? | -1% | 1% | -7% | i
O=c1c(=O)n(O)c2ccccc2n1O | 14% | -1% | i | i | i | 6% | i | -4% | -3% | 0% | i
N[C@@H](COP(=O)(O)O)C(=O)O | ? | 1% | . | . | . | 8% | . | -2% | -1% | 9% | .
O=c1[nH]nc(Cc2ccccn2)c2ccccc12 | -4% | 1% | i | i | i | ? | i | -1% | 0% | -15% | i
O=C(O)CC(C(=O)NC1CCCCC1)C1CCCO1 (stereo not given) | -12% | 0% | . | . | . | -8% | . | 2% | -1% | -12% | .
O=S(=O)(NC1CC1)c1ccc(S(=O)(=O)N2CCN3CCCC3C2)cc1 (stereo not given) | 11% | 0% | i | i | i | 10% | i | 0% | 0% | 19% | i
CCCc1cc(=O)n2[nH]c(-c3cc(OC)c(OC)c(OC)c3)nc2n1 | -6% | 2% | i | ? | i | 14% | i | -1% | -3% | -20% | ?
COC(=O)c1c(NC(=O)COC(=O)Cn2cnc3ccccc32)sc(C)c1C | 7% | -2% | i | i | i | 27% | ? | -1% | -5% | -18% | i
CCCCn1c(C(C)NC(=O)COC)nc2ccccc21 (stereo not given) | -2% | 0% | i | i | i | 1% | i | 0% | 1% | 8% | i
CN1C(=O)C(O)(CC(=O)c2cccnc2)c2ccccc21 (stereo not given) | 14%[11.4 µM] | 0% | . | . | . | 9%[11.4 µM] | . | 1% | 1% | 1% | .
COc1cc2[nH]c(=O)n(CCCC(=O)NCCc3ccccc3)c(=O)c2cc1OC | 3% | 1% | i | i | i | -2% | i | 1% | 3% | 28% | i
O=C(c1csnn1)N1CCC2(CCN(Cc3cc(C(F)(F)F)cc(C(F)(F)F)c3)CC2)CC1 | -10% | -1%[11.4 µM] | i | i | i | 15% | i | -4% | -2% | 1% | i
Cc1ccc(C(=O)Cn2nnc(-c3ccccc3-n3cnnn3)n2)cc1 | -6% | 0% | i | i | i | 9% | i | 0% | -2% | 10% | i
O=C(c1cc2nc(C3CC3)cc(C(F)(F)F)n2n1)N1CCCC1 | -12% | 0% | i | i | i | -5% | i | 2% | -4% | -10% | i
COc1ccc(-n2c(N3CCN(C)CC3)nc3sc4c(c3c2=O)CCCCC4)cc1 | 0% | 2% | i | i | i | 1% | i | 0% | 0% | -17% | i
O=C(COc1ccccc1)Nc1ccccc1C(=O)NCc1ccco1 | -6% | 0% | ? | i | i | 26% | i | 2% | -1% | ? | i
COc1ccccc1N1CCN(C(=O)c2ccc(NC(C)=O)cc2)CC1 | 1% | 3% | ? | i | i | 0% | i | 0% | 0% | 8% | i

# Entries listed above shown as hits in A350 autofl:
Molecule,Tau fil binding,FLuc inh,Fluorescein autfl,A350 autofl,TexasRed autofl,Casp1 inh,Casp7 inh,4MU fluor
Cc1cc2cc3c(C)cc(=O)oc3c(C)c2o1,7%[25.6 µM],0%[25.5 µM],?,5.2e-08M*,i,0%,-1%,3.8e-08M*
Cc1cc(N2CCCC2)n2nc(C)c(-c3ccccc3)c2n1,-3%,0%,i,2.2e-07M*,i,0%,2%,6.6e-07M*

# (cont.)
compound | Tau fil binding | FLuc inh | Fluorescein autfl | A350 autofl | Rhodamine fluor | HEK293 cAMP ctrl | TexasRed autofl | Casp1 inh | Casp7 inh | ERK AVP inh | 4MU fluor
CC(=O)c1cc2c(cc1NC(=O)CN1CCN(C(=O)c3ccco3)CC1)OCO2 | 3% | 1% | . | . | . | -2% | . | -1% | 0% | 13% | .
COc1cccc(CNc2ccc(F)c(Cl)c2)c1O | -8% | -6% | ? | i | i | 12% | ? | -2% | -2% | -4% | i
N#CCSc1nnc(Cc2cccs2)n1C1CCCCC1 | -7% | 0% | i | i | i | 16% | i | -3% | 0% | 15% | i
OC[C@H]1NC[C@@H](O)[C@@H](O)[C@H]1O | ? | 0% | . | . | . | 6% | . | 3% | 0% | -5% | .
O=C(O)CCN1C(=O)C2C3C=CC(C3)C2C1=O (stereo not given) | 21% | 6% | i | i | i | 4% | i | 2% | 2% | 51%[activator] | i
CC(C)Cn1c2c(c(O)c(C(=O)Nc3nccs3)c1=O)CCCC2 | 2% | 1% | i | i | i | ? | i | -2% | -1% | -8% | i
C/C(CCN1CCCCc2nc(C)c(C)cc21)=N\O[C@@H](C)c1cn([C@H](CO)Cc2ccccc2)nn1 | . | -1%&1%[11.4 µM] | . | . | . | 5%&6%[11.4 µM] | . | 1%&-2%[11.5 µM] | -3%&0%[11.5 µM] | 2%&26%[11.5 µM] | .
CC1(C)Cc2ccccc2-c2nnc(SCC(=O)N3CCc4ccccc43)n21 | 2% | -3% | i | i | i | 9% | i | -2% | 2% | -20% | i
CCOC(=O)N1CCC(NC(=O)Cn2cccc2C(=O)c2ccccc2)CC1 | 0% | 4% | ? | i | i | 8% | i | -1% | -4% | -9% | i
COc1ccc(N2CC(C(=O)NCc3cccnc3)CC2=O)cc1 (stereo not given) | 9% | 0% | i | i | i | 6% | i | -1% | 1%[0.00368 µM] | 16% | i
Cc1cc(C)n(-c2nc(SCC(=O)N3CCCC3)c3c4c(sc3n2)CCCC4)n1 | 64% | 3% | i | i | i | 19% | i | -1% | -6% | -20% | i
Clc1cccc(C=NC=Nc2cccc(Cl)c2)c1 | ? | 2µM* | . | . | . | 1% | . | -3% | 0% | -18% | .
O=C(NC1CCCCCCC1)c1ccc2c(c1)N(Cc1ccc(F)cc1)C(=O)CS2=O (stereo not given) | 8% | 1% | i | i | i | 28% | ? | 1% | -2% | -6% | i
CCc1ccc(S(=O)(=O)NCc2csc(-c3ccccc3)n2)s1 | -6% | -2% | i | i | i | ? | i | -1% | -5% | -26% | i
O=C1CCc2cc(S(=O)(=O)N3CCC(C(=O)NCc4ccccc4Cl)CC3)ccc2N1 | -8% | -2% | . | . | . | 6% | . | 1% | -2% | -7% | .
O=C(Cc1ccc(-n2cccc2)cc1)NCc1cccs1 | 33% | -1% | i | i | i | 13% | i | 3% | -4% | -26% | i
COc1ccc(CCNC(=O)CCCn2c(=O)[nH]c3cc(OC)c(OC)cc3c2=O)cc1OC | 7% | 0% | i | i | i | -7% | i | 0% | 1% | -14% | i
COc1cccc(C(O)c2cnc(C(C)C)n2C)c1OC (stereo not given) | 2% | 2% | i | i | i | 5% | i | 0% | -2% | -29% | i
CC(=O)c1n[nH]nc1NC(=O)c1ccccc1 | 94% | 0% | i | i | i | 15% | i | -2% | 6% | 6% | i

# Profiles from above.
# Listed for Oc1ccc(Cn2cc[nH]c2=S)cc1 → Tau fil binding = -8%; FLuc inh = 4%; Fluorescein autfl = ?; A350 autofl = i; Rhodamine fluor = i; HEK293 cAMP ctrl = 3%; TexasRed autofl = i; Casp1 inh = 1%; Casp7 inh = 3%; ERK AVP inh = 12%; 4MU fluor = i
# Listed for COC(=O)c1c(NC(=O)COC(=O)Cn2cnc3ccccc32)sc(C)c1C → Tau fil binding = 7%; FLuc inh = -2%; Fluorescein autfl = i; A350 autofl = i; Rhodamine fluor = i; HEK293 cAMP ctrl = 27%; TexasRed autofl = ?; Casp1 inh = -1%; Casp7 inh = -5%; ERK AVP inh = -18%; 4MU fluor = i

# High-throughput results from PubChem BioAssay.

# Only part of the results is shown (hit frequency here may not be typical).
